High-throughput results: PubChem, Broad Institute
RAD52 anneal inh: blocks human RAD52 DNA annealing; 360,000 compounds, 0.46% hits; recombinant RAD52 DNA annealing, FRET fluorescence; inhibition, % at 18.7 µM; P43351;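 active means every replicate showing at least 50% inhibition; inconclusive means mean inhibition at least 50% but not in every replicate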
F508del corr: CFTR F508del correction in bronchial cells; CFBE cells, YFP halide quenching; stimulated with forskolin plus potentiator P3; % fluorescence drop versus neutral controls; activity (quench increase), % at 7.58 µM; 350,000 compounds, 0.36% hits;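 active means mean added fluorescence quench of at least 8% versus neutral control, with both replicates also reaching 8%; inconclusive means only one of the mean or replicate conditions met; inactive means mean below 8% and not both replicates reaching 8%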;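 further: cells transiently co-express mutant CFTR-F508del with the halide-sensitive YFP; corrector assay measuring rescue of mutant channel to the surface after 24 h compound exposure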
Xi reactivation: activators of X-chromosome reactivation in mouse fibroblasts | XiGFP mouse fibroblasts, % GFP-positive cells imaging, 3 d; cells co-treated with 5-aza-dC sensitizer; scaled so ellipticine positive control = 100% | activation, % at 7.58 µM | 360,000 compounds, 0.055% hits;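 active means mean normalized replicate activation at least 10% and every replicate at or above 10%; inconclusive means only one of the two criteria met; inactive means mean below 10% and not all replicates reach 10%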;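 further: 0% = median of on-plate neutral control wells and 100% = ellipticine 6 µM median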
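Material: XiGFP fibroblasts, SV40-immortalized; Buffer or medium: DMEM containing 5-aza-dC; Compound dosing: single point; Times: 3 days compound exposure.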
RAD54 inh: RAD54 (human) branch migration inhibition; Q92698; RAD54 Holliday junction branch migration, FAM/BHQ fluorescence; inhibition, % at 10.4 µM; 360,000 compounds, 0.14% hits;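 active means mean normalized replicate activity at least 40 and at least half of replicates scoring 40 or more; inconclusive means only one of the two criteria met; inactive means mean below 40 and under half of replicates reaching 40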;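 further: 0% = median of neutral control wells and 100% = median of positive control wells; inhibitors cause a drop in the FAM fluorescence signal; in these data hits start at about 50%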
esBAF inh: SWI/SNF esBAF complex inhibition. reporter increase, % at 12.5 µM. mouse ES cells, Bmi1-luciferase knock-in reporter, 24 h; 100% = twice the neutral-well signal. 350,000 compounds, 2% hits; in the data active means activation above about 40%; inconclusive means no clear call, values can overlap the other calls;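 further: 0% = median of the plate's neutral control wells and 100% = double that signal; a rise in the Bmi1 reporter signal indicates esBAF inhibition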
INS-1E GSIS act: GLuc luminescence reporter in INS-1E cells, primary screen for activators of glucose-dependent secretion of insulin; INS-1E GLuc reporter insulin secretion, 2-3 h; activation, % at 16.6 µM; 370,000 compounds, 0.61% hits;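 active means lowest replicate activation of at least 40%, so every replicate reaches that level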;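 further: 0% = median of neutral control wells and 100% = median of IBMX positive control wells; some compounds called inactive have numbers as strong as hits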
ARNT-TACC3 inh: disruptors of human ARNT/TACC3 interaction | Q9Y6A5 | inhibition, % at 9.99 µM | AID 623870 | AlphaScreen His-ARNT PAS-B/GST-TACC3 binding, luminescence; TACC3 fragment carries E629A point mutation | 390,000 compounds, 0.66% hits;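 active means mean inhibition of replicates at least 50% and at least half of replicates each reaching 50%; inconclusive means half or more replicates reach 50% but mean below 50%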;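 further: 0% = complete ARNT plus TACC3 wells and 100% = ARNT alone without TACC3; many hits fall short of the cut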
ERAP1 inh: ERAP1 (human) enzyme inhibition. Q9NZ08. recombinant ERAP1, Leu-AMC fluorescence, 60 min. inhibition, % at 10.7 µM. 340,000 compounds, 0.15% hits. AID 652197;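 active means mean replicate inhibition of at least 30%, or all replicates individually reaching that 30% level; inactive means mean below 30% and not every replicate reaching it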;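 further: 0% = neutral control wells and 100% = L-leucinethiol positive control wells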
Target sequence (Q9NZ08 whole entry, looked up): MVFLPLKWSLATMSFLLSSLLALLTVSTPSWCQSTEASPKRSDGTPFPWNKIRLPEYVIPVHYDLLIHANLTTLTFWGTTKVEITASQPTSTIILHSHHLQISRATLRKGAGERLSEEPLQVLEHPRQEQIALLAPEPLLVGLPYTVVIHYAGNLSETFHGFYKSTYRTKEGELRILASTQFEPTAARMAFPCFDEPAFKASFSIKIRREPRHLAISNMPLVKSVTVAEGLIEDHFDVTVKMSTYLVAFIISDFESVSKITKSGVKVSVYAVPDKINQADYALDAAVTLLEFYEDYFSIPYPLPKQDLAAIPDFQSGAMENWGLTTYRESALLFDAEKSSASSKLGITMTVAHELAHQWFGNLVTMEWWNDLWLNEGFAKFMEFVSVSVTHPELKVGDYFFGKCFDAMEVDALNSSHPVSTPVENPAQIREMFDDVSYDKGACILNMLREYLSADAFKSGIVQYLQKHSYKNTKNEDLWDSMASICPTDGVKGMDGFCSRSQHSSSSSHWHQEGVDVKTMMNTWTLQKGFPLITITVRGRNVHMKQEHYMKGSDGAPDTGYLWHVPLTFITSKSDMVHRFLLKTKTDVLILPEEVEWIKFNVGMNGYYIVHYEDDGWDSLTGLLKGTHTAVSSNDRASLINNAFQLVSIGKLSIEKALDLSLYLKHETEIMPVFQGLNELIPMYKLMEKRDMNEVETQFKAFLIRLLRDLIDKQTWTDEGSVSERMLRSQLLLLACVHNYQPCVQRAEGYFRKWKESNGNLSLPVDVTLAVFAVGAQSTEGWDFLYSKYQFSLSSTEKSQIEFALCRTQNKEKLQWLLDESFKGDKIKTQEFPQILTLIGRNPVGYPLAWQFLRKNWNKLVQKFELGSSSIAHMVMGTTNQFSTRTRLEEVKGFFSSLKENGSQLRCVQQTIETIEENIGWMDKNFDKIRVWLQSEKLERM
Active calls of the source: *; ? = inconclusive; · = no result given.

SMILES	RAD52 anneal inh	F508del corr	Xi reactivation	RAD54 inh	esBAF inh	INS-1E GSIS act	ARNT-TACC3 inh	ERAP1 inh
O=c1[nH][nH]c(=O)c2c(NS(=O)(=O)c3ccccc3)cccc12	-48	0.0	0.5	·	46*	10	9	3
CCc1ccccc1NC(=O)CCS(=O)(=O)c1ccc(C)cc1	-8	-1.1	-0.1	-2	3	-9	-7	-8
O=C(/C=C(\Nc1cc(Cl)c(Cl)c(Cl)c1)c1ccccc1)c1ccccc1	11	-0.4	0.1	·	·	4	·	-2
CC1CC(C)CN(CCCn2c(=S)[nH]c3ccccc3c2=O)C1 (stereo not given)	·	·	·	5	-12	10	-5	·
COc1cc(-c2nnc(NC(=O)CS(=O)(=O)c3ccc(F)cc3)o2)cc(OC)c1OC	-16	1.5	0.1	3	5	5	54*	3
COc1ccc(CCNC(=O)COC(=O)CCC(=O)c2ccc(F)cc2)cc1OC	4	1.2	0.4	·	·	87*	-33	·
CC(C)NC(=O)N(C)C[C@@H]1OCCCC[C@H](C)Oc2ccc(NC(=O)Nc3ccccc3)cc2C(=O)N([C@H](C)CO)C[C@@H]1C	6	-0.1	0.0	-1	·	-11	-7	2
O=C(C[C@H]1C[C@H]2c3cc(NC(=O)Nc4ccc(C(F)(F)F)cc4)ccc3O[C@H]2[C@@H](CO)O1)NCc1ccc2c(c1)OCO2	-2	-1.3	0.4	-21	-6	-2	2	-2
O=C(CCc1nnc(CCCCc2ccccc2)o1)NCc1cc(F)ccc1F	-12	4.9	0.0	·	·	-19	·	-2
O=C(Nc1ccc(Cl)cc1)N[C@H]1CC[C@@H](CCNC(=O)c2ccccc2F)O[C@H]1CO	-1	-2.1	-0.1	-6	0	-7	-3	3
CC(=O)Nc1cc([N+](=O)[O-])ccc1N1CCOCC1	-11	·	0.1	·	·	-6	2	8
COc1ccc(NC(=O)Nc2ccc3c(c2)CC(=O)N([C@@H](C)CO)C[C@@H](C)[C@@H](CN(C)C(=O)Nc2ccc(C(F)(F)F)cc2)O3)cc1	·	1.1	-0.5	11	2	-3	8	·
COc1ccc(NC(=O)Cc2nnc(SCC(=O)NC3=NCCS3)n2C)cc1	-9	0.1	0.1	1	-1	4	-4	8
CN(CC(=O)NCCc1ccc(F)cc1)CC(=O)Nc1ccc(F)c(F)c1F	-17	-2.7	0.0	-6	-1	-8	-1	2
CCN(CC)S(=O)(=O)c1ccc(NS(=O)(=O)c2ccc3oc(=O)[nH]c3c2)cc1	-12	0.0	0.2	-5	·	-3	0	0
Cc1ccc(C)c(S(=O)(=O)N2CCN(C(=O)c3ccc(C)s3)CC2)c1	-8	-3.6	0.0	-6	·	-6	-9	1
CC(=O)C1C(c2ccncc2)NC(=O)NC1(O)C(F)(F)F (stereo not given)	-11	-0.5	·	0	3	28	2	-5
Cc1ccc(NC(=O)c2sc3nc(N4CCOCC4)c4c(c3c2N)CC(C)(C)OC4)cc1	-9	2.6	0.0	4	9	-4	-11	0
N#C[C@@H]1[C@H](c2ccccc2-c2ccccc2F)[C@H](CO)N1C(=O)C1CCOCC1	-4	-2.3	0.0	·	·	17	·	3
CCOC(=O)COc1ccc(Oc2nc(C)cc(OC)n2)nn1	·	·	·	-5	-2	17	-4	·
Cc1ccccc1NC(=O)CN1C(=O)N/C(=C\c2ccc(N3CCOCC3)c(F)c2)C1=O	-20	1.5	0.0	·	·	-4	-5	0
c1cnc2ccc3c(c2c1)COCO3	20	-3.7	-0.1	·	·	·	-7	-1
COc1ccc(/C=C(/NC(=O)c2ccccc2OC)C(=O)Nc2ccc(C(=O)O)cc2)cc1	-6	-1.6	0.1	9	·	-7	-2	-3
COc1ccc(C(=O)C(C)OC(=O)CNC(=O)C2CCCCC2)cc1 (stereo not given)	-7	0.7	-0.1	15	4	-9	-3	0
C[C@@H]1CN([C@@H](C)CO)C(=O)c2cc(C3=CCCC3)cnc2O[C@@H]1CN(C)C(=O)c1ccc(F)cc1	-3	-0.2	-0.9	-7	8	3	-1	3
COc1cc([C@@H]2CC=C(C(=O)O)[C@H](c3ccc(C)cc3)N2S(=O)(=O)c2ccc(C)cc2)cc(OC)c1OC	1	1.5	0.2	-10	-3	13	6	·
CCc1cc2c(=O)n(Cc3ccccc3)c(SC3CCOC3=O)nc2s1 (stereo not given)	-6	1.7	0.4	5	·	37	6	1
Cc1ccc(SCC(=O)NCc2ccc(F)cc2)cc1	-9	-4.5	0.2	3	1	·	-5	3
CN(C)S(=O)(=O)c1cccc(NC(=O)CSc2nncn2-c2ccccc2)c1	-26	0.7	0.3	·	·	10	-4	-3
CCN(CC)S(=O)(=O)c1cccc(NC(=O)COC(=O)/C=C/c2cccs2)c1	-15	-2.1	-0.2	·	-4	1	-1	·
CC1CCCC(C)N1C(=O)COC(=O)CCC1CCCC1 (stereo not given)	-4	1.0	0.0	11	-4	15	-10	2
CCCc1nc(SC)[nH]c(=O)c1C	-8	-1.1	0.0	·	·	9	-4	2
Cc1cc(NCCc2c[nH]c3ccccc23)ccc1Nc1cccnc1	-39	0.2	0.3	·	·	-40	·	-2
COc1ccc(NC(=O)CN(C)CC(=O)c2c(C)[nH]c3ccccc23)cc1	-19	1.6	0.1	3	2	·	2	-2
Cc1ccccc1S(=O)(=O)NCC[C@H]1CC[C@H](NC(=O)C2CCCC2)[C@@H](CO)O1	2	0.2	-0.1	-13	-3	18	-8	1
CN(C(=O)COC(=O)c1ccccc1C(=O)N(C)c1ccccc1)c1ccccc1	-12	-2.8	0.0	-13	-9	-2	-15	0
O=[N+]([O-])C(/C=C(\Cl)[N+](=O)[O-])=C(N1CCCCC1)N1CCCCC1	-277	-3.2	0.0	·	·	-1	-4	8
CC(C)(C)C(=O)Nc1ccc(C(=O)COC(=O)C2CC2)cc1	-11	2.4	-0.1	-6	60*	-1	19	-5
COc1ccc(NC(=O)CNS(=O)(=O)c2cccs2)c(OC)c1	·	·	·	1	2	-22	-11	·
COc1ccc(C(=O)NC(C)c2nnc(SCC(=O)NC3=NCCS3)n2C)cc1 (stereo not given)	-10	-0.3	0.0	·	1	12	-1	-1
CCn1c(C)c(C)c2cc(C(=O)NCCCN3CCN(C)CC3)ccc21	19	4.0	0.0	6	-1	-2	19	2
COc1ccc(S(=O)(=O)Nc2ccccn2)cc1	-1	0.5	0.1	-7	-4	-4	4	3
O=C(NCCC1CCCCN1S(=O)(=O)c1cccs1)C(=O)Nc1ccc(F)cc1 (stereo not given)	-1	0.5	-0.1	-6	32	-27	-2	2
CCS(=O)(=O)c1nc(S(=O)(=O)c2ccc(Cl)cc2)c(N2CCC3(CC2)OCCO3)s1	0	-1.5	0.0	12	9	2	-1	4
CN(C)c1ccc2c(c1)[C@@H]1C[C@@H](CC(=O)NCc3ccccc3F)O[C@H](CO)[C@@H]1O2	-80	4.2	0.1	3	-4	4	-5	2
Clc1ccccc1C1CC(c2ccccc2)Nc2ncnn21 (stereo not given)	-4	-0.7	0.5	-3	-5	3	-12	-4
O=C(C[C@@H]1C[C@@H]2c3cc(NC(=O)Nc4ccccc4)ccc3O[C@@H]2[C@H](CO)O1)NC1CCCCC1	-4	-0.5	0.5	-5	-3	13	-5	0
Cc1ccc(SC2=C[C@@]3(O)CC[C@@H](O)[C@@](Sc4ccc(C)cc4)(C2=O)[C@H]3O)cc1	-6	-0.7	0.0	·	·	-21	·	·
O=C(Nc1ccc(F)cc1)N1C[C@H]2[C@@H](c3ccccc31)[C@@H](CO)N2Cc1ccccc1	-7	-2.9	0.0	-11	8	10	0	-1
N#C/C(=C/c1ccccc1[N+](=O)[O-])c1nnc2n1CCCCC2	-1	·	-0.1	·	-8	2	-4	8
Cc1ccc(-c2ccc([C@H]3[C@H](CO)N4CCCCN(C)C[C@@H]34)cc2)cc1	10	1.0	0.1	13	·	-1	3	1
COc1ccc(NC(=O)CSc2nnc(-c3cnccn3)n2C)cc1OC	-15	0.5	0.0	3	-7	23	2	0
COc1ccc(S(=O)(=O)N2CCOCC2)cc1NC(=O)CCCOc1ccccc1	-129	0.1	0.5	-4	9	-13	-1	4
O=C(CCn1nc(-c2ccc(Cl)cc2)c2ccccc2c1=O)NN1CCOCC1	-17	-0.9	?	3	·	-8	·	-1
Cc1cccc(C)c1-n1cccc1/C=C1\SC(=S)N(c2cccc(C(=O)O)c2)C1=O	-19	5.1	0.0	·	·	-6	39	-77
Cc1ccc(C(=O)Nc2ccc(N3CCOCC3)nc2N2CCOCC2)cc1	-19	1.4	0.0	-1	·	-8	5	4
CCOc1c(Cl)cc(CNc2nnnn2C)cc1OC	6	1.0	0.1	-1	-1	1	-4	-3
CCOC(=O)c1c(-c2ccccc2)csc1NC(=O)c1ccc(S(=O)(=O)N2CC(C)OC(C)C2)cc1 (stereo not given)	·	·	·	-2	-10	-22	-7	·
C[C@@H]1CCCCO[C@H](CN(C)S(=O)(=O)c2ccccc2)[C@H](C)CN([C@H](C)CO)C(=O)c2cc(NS(=O)(=O)c3ccc(Cl)cc3)ccc2O1	26	0.7	0.0	-4	-9	-37	12	-16
CCCc1cc(=O)[nH]c(SCC(=O)NCCN2C(=O)CSC2=O)n1	3	1.0	0.1	-3	-6	-12	-7	1

In the list so far, 2 contain a cyano group.
SMILES	RAD52 anneal inh	F508del corr	Xi reactivation	RAD54 inh	esBAF inh	INS-1E GSIS act	ARNT-TACC3 inh	ERAP1 inh
N#C[C@@H]1[C@H](c2ccccc2-c2ccccc2F)[C@H](CO)N1C(=O)C1CCOCC1	-4	-2.3	0.0	·	·	17	·	3
N#C/C(=C/c1ccccc1[N+](=O)[O-])c1nnc2n1CCCCC2	-1	·	-0.1	·	-8	2	-4	8

(list continues)
SMILES	RAD52 anneal inh	F508del corr	Xi reactivation	RAD54 inh	esBAF inh	INS-1E GSIS act	ARNT-TACC3 inh	ERAP1 inh
O=C(CCN1C(=O)c2cccc([N+](=O)[O-])c2C1=O)NC1CCCCCC1	-6	1.0	0.3	-2	-6	-10	-4	-3
CCCCc1ccc(NC(=S)N2CCN(C(=O)c3ccco3)CC2)cc1	-7	-1.1	-0.1	-5	2	-35	·	-1
O=C(Cc1ccccn1)N[C@H]1CC[C@H](CCn2cc(-c3ccccc3)nn2)O[C@@H]1CO	-18	-8.6	-0.6	-2	5	17	1	0
COc1cc(CNCc2cc(OC)c(OC)c(OC)c2)cc(OC)c1	-26	3.3	0.0	-9	-2	-1	0	-5
O=C(NC(=O)N1CCOCC1)c1ccccc1	-10	-4.3	0.0	-9	·	5	-4	-3
CCCCN(C(=O)c1ccc([N+](=O)[O-])o1)c1c(N)n(CCCC)c(=O)[nH]c1=O	-14	3.2	0.1	·	·	12	-3	4
C/C(=N\NC(=S)NC1CCCCC1)c1ccc(C#N)cc1	0	1.1	-0.1	-6	5	·	-9	1
Cc1ccc(CN2CC(N3CCC[C@@H]3C)CS2(=O)=O)cc1 (stereo not given in full)	-12	1.5	-0.1	·	·	21	·	-2
Fc1cc(F)c(NC(=S)N2CCOCC2)c(F)c1	1	3.9	0.1	2	-7	3	-1	-1
COc1ccccc1CCNS(=O)(=O)c1ccc(C(=O)O)n1C	-6	-1.6	0.0	·	·	5	-2	3
O=C(C[C@H]1C=C[C@H](NC(=O)Nc2ccc(C(F)(F)F)cc2)[C@@H](CO)O1)NCc1ccccn1	-3	0.2	0.0	-16	-9	6	0	-4
O=C1CC(c2cccc(Br)c2)C2=C(COC2=O)N1 (stereo not given)	6	-0.7	0.0	·	·	-4	-53	1
